Bioassay records: PubChem BioAssay, National Center for Advancing Translational Sciences (NCATS)
KDM5B inhibitor – inhibitors of human KDM5B histone demethylase | 2.6% of 220,000 active | Potency, µM (series often up to 57.7 µM), for the others: at the top dose activity change, negative = inhibition, hits mostly inhibitors | KDM5B demethylase, FDH-coupled NADH fluorescence (FDH is formaldehyde dehydrogenase); active = well fitted inhibition curve with a large enough effect; inconclusive = small, poorly fitted or top-dose-only effect; inactive = no such curve, though single readings can be large or run the other way; note: 0% is about no effect; nearly all actives have a fitted effect of over 70% in size
Target sequence (Q9UGL1 whole entry, looked up): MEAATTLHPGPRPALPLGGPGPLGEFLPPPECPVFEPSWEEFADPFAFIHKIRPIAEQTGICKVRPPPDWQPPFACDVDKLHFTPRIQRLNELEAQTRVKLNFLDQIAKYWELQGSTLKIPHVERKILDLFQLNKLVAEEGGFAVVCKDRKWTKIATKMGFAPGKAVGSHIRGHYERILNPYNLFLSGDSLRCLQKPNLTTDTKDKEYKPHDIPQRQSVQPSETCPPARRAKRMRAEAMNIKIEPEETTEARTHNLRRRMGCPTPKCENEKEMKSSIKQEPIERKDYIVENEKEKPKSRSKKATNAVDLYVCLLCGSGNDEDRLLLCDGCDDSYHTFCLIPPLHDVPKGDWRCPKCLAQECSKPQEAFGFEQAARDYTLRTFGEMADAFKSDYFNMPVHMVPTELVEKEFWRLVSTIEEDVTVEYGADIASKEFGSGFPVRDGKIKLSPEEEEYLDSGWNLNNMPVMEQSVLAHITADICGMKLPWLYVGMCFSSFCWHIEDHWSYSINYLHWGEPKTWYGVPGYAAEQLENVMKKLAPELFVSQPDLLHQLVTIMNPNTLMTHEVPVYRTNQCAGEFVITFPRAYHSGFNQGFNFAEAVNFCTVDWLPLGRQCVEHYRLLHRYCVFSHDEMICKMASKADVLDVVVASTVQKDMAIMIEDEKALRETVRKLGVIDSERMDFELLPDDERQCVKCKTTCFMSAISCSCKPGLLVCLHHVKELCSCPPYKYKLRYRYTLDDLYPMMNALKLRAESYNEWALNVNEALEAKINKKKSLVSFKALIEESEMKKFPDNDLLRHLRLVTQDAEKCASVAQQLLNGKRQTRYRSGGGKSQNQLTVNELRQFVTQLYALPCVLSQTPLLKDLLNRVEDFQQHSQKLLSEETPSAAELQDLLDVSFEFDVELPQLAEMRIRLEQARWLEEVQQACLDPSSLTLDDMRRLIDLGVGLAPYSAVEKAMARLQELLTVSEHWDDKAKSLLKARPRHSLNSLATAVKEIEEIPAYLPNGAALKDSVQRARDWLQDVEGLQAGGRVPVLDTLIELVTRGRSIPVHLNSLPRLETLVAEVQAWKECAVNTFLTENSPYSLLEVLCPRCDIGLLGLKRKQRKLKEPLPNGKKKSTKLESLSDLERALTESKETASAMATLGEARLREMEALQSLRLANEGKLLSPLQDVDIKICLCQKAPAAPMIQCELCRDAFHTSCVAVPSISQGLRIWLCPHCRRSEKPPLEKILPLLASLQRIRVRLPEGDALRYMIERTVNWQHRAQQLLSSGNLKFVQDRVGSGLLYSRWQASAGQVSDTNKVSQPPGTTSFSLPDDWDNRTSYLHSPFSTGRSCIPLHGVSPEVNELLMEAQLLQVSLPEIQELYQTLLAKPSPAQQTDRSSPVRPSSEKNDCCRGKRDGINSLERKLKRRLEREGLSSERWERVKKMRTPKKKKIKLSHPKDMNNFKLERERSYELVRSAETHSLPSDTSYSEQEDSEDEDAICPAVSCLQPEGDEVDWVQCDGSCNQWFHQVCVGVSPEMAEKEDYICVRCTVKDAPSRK
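Inhibition is measured as reduced NADH fluorescence generation from FDH coupling to formaldehyde release. Truncated KDM5BΔAP at 200 nM final acts on H3K4me3 peptide (12.5 µM in substrate mix) in pH 7.5 HEPES buffer with Tween-20, 30 min, room temperature.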
* hit, by the source's call; i = inactive; u = inconclusive; [ ] = dose if it differs, or a comment. Potency is the fitted concentration of half-maximal effect. An excerpt; rates above refer to the full screens.

canonical_smiles | KDM5B inhibitor
Cc1nc(C)c(CC(=O)N2CCCC(C)(Cc3ccc4c(c3)OCO4)C2)s1 (stereo not given) | 23.1%
Cc1cc2nc3n(c(=O)c2n1CC(=O)NCc1cccc(Br)c1)CCCCC3 | -0.3%
N#CC1=C(N)OC2=C(C(=O)CCC2)C1c1ccc(OC(=O)N2CCOCC2)cc1 (stereo not given) | 8.3%
FC(F)(F)Oc1ccccc1Cn1ccnc1-c1cc2n(n1)CCNC2 | -35.3%
O=C(NCCC(c1ccccc1)c1ccccc1)c1ccc2ccccc2n1 | 6.1%
COc1ccc(Cl)cc1-c1nc(-c2nnn3c2COC(c2ccc(C)cc2)C3)no1 (stereo not given) | 1.7%
O=C(CC1SC(N2CCCCC2)=NC1=O)Nc1cccc(C(=O)N2CCCC(C(F)(F)F)C2)c1 (stereo not given) | 20.3%
O=C1CC(c2ccccc2)Sc2nc(-c3ccc(F)cc3)nn21 (stereo not given) | 7.5%[11.5 µM]
O=C1CC(c2ccc(C(=O)O)cc2)c2sc(C(=O)O)c(-c3ccccc3)c2N1 (stereo not given) | -8.6%
Cc1ccccc1OCC(=O)Nc1ccc2nc(SCC(=O)N3CCc4ccccc43)sc2c1 | u
CC(C)N(Cc1ccccc1)S(=O)(=O)c1ccc(-c2cc(C(F)(F)F)on2)s1 | -25.7%
Cc1ccc(Cl)cc1N1CCN(C(=O)c2cn(C3CCCCC3)c(=O)c3c2c2ccccc2n3C)CC1 | 16.6%
C=CCOC(=O)C1=C(C)N(Cc2cc(F)cc(F)c2)C(=O)CC1c1ccccc1Cl (stereo not given) | -18.7%
CC(C)NC(=O)c1ccccc1OCC1CCCN(Cc2cn(C)c3ccccc23)C1 (stereo not given) | -1.6%
CC(C1CC1)N(Cc1ccccc1)S(=O)(=O)c1ccc(Cl)cc1 (stereo not given) | 8.2%
CC(=O)Oc1ccc2c(C)c(CC(=O)NCCc3ccc(Cl)cc3)c(=O)oc2c1OC(C)=O | i
CN(C)c1nccnc1OC1CCN(C(=O)CC2CCCC2)C1 (stereo not given) | u
Nc1ccccc1OCc1ccccc1 | u
O=C(CC1CCOC2(CCN(S(=O)(=O)c3ccccc3)CC2)C1)N1CCCC1 (stereo not given) | -3.3%
CCOc1ccccc1Oc1coc2cc(OCc3ccccc3)ccc2c1=O | -1.6%
Cc1ccc(-c2cn(C3CCN(C(=O)c4ccc(Cl)cc4)CC3)c(=O)[nH]2)cc1 | u
CC(C)c1noc(C2CCCN(C(=O)NCCc3ccccc3)CCC(=O)NCC2)n1 (stereo not given) | 38.8%
CC(=O)Nc1ccc(OCCOc2ccc(NC(C)=O)cc2)cc1 | 2.4%
Cc1onc(-c2ccc(F)cc2F)c1C(=O)NCc1cccs1 | 5.6%
COc1ccccc1NC(=O)CCCC(=O)OC(C)C(=O)c1ccccc1 (stereo not given) | 10.7%
CS(=O)(=O)c1cnc(NC2CCCCCC2)nc1C1CCCNC1 (stereo not given) | -29.1%
COc1ccc(C(=O)c2ccsc2N)cc1 | -5.0%
CC(C)(C)C(=O)/C=c1/[nH]c(=O)/c(=C/c2cccc(C(F)(F)F)c2)s1 | -3.2%
Cc1ccc(CN2C(=O)C3(c4ccccc42)N(c2ccc(C)c(Cl)c2)C(=O)CS3(=O)=O)cc1 (stereo not given) | -13.5%
O=C(c1ccco1)N1CCN(C(=O)C2NCCc3[nH]cnc32)CC1 (stereo not given) | u
COc1ccc(N2CC(c3noc(-c4ccccc4F)n3)CC2=O)cc1OC (stereo not given) | 0.5%
COc1cccc(CN2CC(Oc3ccccc3C(=O)NCc3ccccc3)C2)c1 | 0.3%
CN(C)CCNC(=O)c1nc2nc(-c3ccccc3)c(-c3cccc(Cl)c3)cc2n1C | i
COc1ccc(NC(=O)c2sc3nc4c(cc3c2N)CN(Cc2ccccc2)CC4)cc1OC | -7.8%
CN1C(=O)CCC2(CNC(=O)C3CC3)CCC=C12 (stereo not given) | -1.7%
Cc1cc(C)c(C(=O)COC(=O)COc2ccc(Cl)c(C)c2)cc1C | -19.3%
Cn1cc(-c2cnc(Nc3cnccn3)c3c2CCO3)cn1 | u
CCN(C(=O)CN1C(=O)NC2(CCS(=O)(=O)CC2)C1=O)c1cccc(C)c1 | -4.2%
Cn1c(CNC(=O)c2ccccc2Br)nnc1SCC(=O)N1CCOCC1 | 9.1%
COc1ccc(C(=O)N2CCC3(CC2)OCC(C(=O)NC2CC2)N3C(=O)c2ccc(OC)cc2)cc1 (stereo not given) | -7.8%
Cc1ccc(NC(=O)CSc2nc(-c3ccc(F)cc3)nc3c2Cc2c(CO)cnc(C)c2O3)cc1C | 4.3%
COc1ccccc1NC(=O)CSc1nc2c(=O)[nH]cnc2n1-c1ccccc1 | -7.0%
CCOCC(=O)N1CCn2nc(Cc3ccccc3)cc2C1 | 20.7%
Cc1ccccc1-n1cc(CNC(=O)C(c2cccc(F)c2)N(C)C)cn1 (stereo not given) | -8.1%
Cc1cc(O)c(C(C)(C)C)cc1Sc1cc(C(C)(C)C)c(O)cc1C | -20.1%
CC(C)CN1CCOC(CNC(=O)N2CCN(S(=O)(=O)c3ccc(F)cc3)CC2)C1 (stereo not given) | 24.2%
CCc1ccc(OCC(=O)Nc2ccc(OC)cc2OC)c(-n2cnnc2)c1 | 9.2%
O=C1CCN(C(=O)Cn2ccnc2)CCCC(c2nc(-c3cccnc3)no2)CCN1 (stereo not given) | 23.3%
CCC(=O)N1CCCN(CC)C2(CCOCC2)C1 | -8.1%
Cc1cc(=O)oc2cc(OCC(=O)OCC(=O)Nc3ccc(C(N)=O)cc3)ccc12 | 131.0%[activator]
O=c1n(Cc2ccc(F)cc2)nc2n1CCCCC2 | 2.0%
CCOC(=O)c1c(C)oc2ccc(N(C(=O)c3ccncc3)S(=O)(=O)c3ccc(Br)cc3)cc12 | u
COCC1CN(C(=O)c2ccc(C)c(C)c2)CC12CCNCC2 (stereo not given) | -10.0%
Cc1ccc(-c2nc(S(=O)(=O)c3ccc(C)cc3)c(SCC(=O)NCC3CCCO3)o2)cc1 (stereo not given) | -0.7%
O=C(NCc1ccc(Cl)nc1)c1c[nH]c2cccnc12 | -18.6%[149 µM]
CCOC(=O)Cn1cnc2c(nnn2-c2cccc(Cl)c2)c1=O | 2.1%
Cc1ccc(NC(=O)c2ccc(S(=O)(=O)N(C)c3ccccc3)cc2)cc1S(=O)(=O)N1CCOCC1 | -21.4%
NC(=O)[C@@H]1CCCN1c1ccc(-c2nc(Cc3ccccc3)no2)cn1 | u
O=[N+]([O-])c1ccc(Cl)c(NC(=S)N2CCCC2)c1 | -15.4%
C1=C(c2cc(-c3cccc4[nH]ccc34)cn3cncc23)CCOC1 | 25.1µM*

Next section.
| smiles | KDM5B inhibitor |
| --- | --- |
| Nc1c(-c2nc(-c3cccs3)no2)nnn1-c1cccc(F)c1 | 4.3% |
| CCCCCn1c(=N)n(CC(O)COc2cccc(C)c2)c2ccccc21 (stereo not given) | 5.2% |
| O=C(c1ccc2c(c1)N(Cc1ccc(Cl)cc1)C(=O)c1ccccc1S2(=O)=O)N1CCN(Cc2ccccc2)CC1 | -16.8% |
| CCOC(=O)c1sc(NC(=O)Nc2ccc(Cl)c(Cl)c2)nc1C | 21.7% |
| CCc1nn(-c2ccccc2)c2c1CN(C(=O)NCC(=O)OC)C(c1ccc(F)cc1)c1cccn1-2 (stereo not given) | 20.4% |
| CCCCCCn1nc(C(=O)OCC(=O)NCc2ccccc2F)c2ccccc2c1=O | u |
| O=C(CN1C(=O)NC2(CCOCC2)C1=O)Nc1ccccc1 | -9.0% |
| COc1ccc(C(C(=O)NCc2ccccc2)N(C(=O)Cn2nnc3ccccc32)c2ccc(F)cc2)cc1 (stereo not given) | -17.4% |
| Cc1onc(-c2c(Cl)cccc2Cl)c1C(=O)Nc1ccc(C(N)=O)cc1 | 8.3% |
| O=C(Nc1cccc(S(=O)(=O)N2CCCCC2)c1)c1ccc([N+](=O)[O-])o1 | 9.5% |
| Cc1cccc(C(=O)Nc2cccc(C(=O)N/N=C/c3ccccn3)c2)c1 | u |
| CN1c2cc(C(=O)NCc3cccc(F)c3)ccc2C(=O)N2CCCCC21 (stereo not given) | u |
| Cc1noc([C@H]2CCN(Cc3cccnc3)C[C@H]2NC(=O)C2CC2)n1 | -14.7% |
| O=C(O)c1ccc(Cl)c(NC(=O)c2ccc(Cl)s2)c1 | 15.3% |
| CC(C)Oc1ccc(CNC(=O)CN2C(=O)CCc3cc(S(=O)(=O)N4CCCCC4)ccc32)cc1 | -10.8% |
| CCCCOc1ccc(NC(=O)c2ccc(Cl)cc2)c2cccnc12 | 17.5% |
| Nc1ccccc1Oc1ccccc1 | 9.2% |
| CC(C)(C)C1CCC2(CC1)NC(=O)N(CC(=O)NCc1ccccc1)C2=O (stereo not given) | -18.6% |
| COC(=O)c1ccc(OC(=O)C2(c3ccccc3)CCC2)cc1 | 4.3% |
| COCc1nc(C2CCN(C(=O)c3cccnc3)C2)no1 (stereo not given) | -4.3% |
| COc1cccc(NC(=O)Cn2c(C)cc3nc4n(c(=O)c32)CCC4)c1 | -11.1% |
| CCOC(=O)[C@]12CCCCC/C=C\1N(Cc1ccc(OC)cc1)C(=O)[C@H]2CC(=O)N1CCCCC1 | 23.2% |
| O=C(/C=C/c1ccc2ccccc2n1)N1CCN(S(=O)(=O)c2ccc(F)cc2)CC1 | -2.4% |
| O=C(CCc1nc2ccccc2s1)N1CCC(c2noc(-c3ccncc3)n2)C1 (stereo not given) | -11.7% |
| Cc1ccc(-c2nnc3ccccc3c2C(=O)Nc2ccccc2F)cc1 | 2.8% |
| CN(C)C(=O)Cc1ccccc1-n1ccnc1-c1cc2n(n1)CCCNC2 | -9.9% |
| O=C(N1CCC[C@H]1c1nc(-c2ccccc2Cl)no1)C1(c2ccccc2)CC1 | 16.4% |
| Brc1cccc(-c2nn(-c3ccccc3)c3c2cnc2cc4c(cc23)OCO4)c1 | 6.3% |
| CC(C)c1ccc(-c2csc(NC(=O)Cn3ncc4ccccc4c3=O)n2)cc1 | 11.4% |
| Cc1ccc(CS(=O)(=O)c2ncc(Cl)c(C(=O)Nc3nc4ccc(C)cc4s3)n2)cc1 | -28.3% |
| Cc1cc(NS(=O)(=O)c2ccc(NC(=O)CSc3nc4ncc(Br)cc4[nH]3)cc2)nc(C)n1 | 10.8% |
| COc1cccc(-n2cc(C(=O)OCc3ccc(F)c(F)c3)c3ccccc3c2=O)c1 | -9.1% |
| O=C(Nc1ccccc1F)c1c[nH]c(=O)[nH]c1=O | 17.6% |
| CCC(=O)Nc1sc2c(c1C(=O)Nc1ccccc1C)CCC(C)C2 (stereo not given) | 3.4% |
| Cc1cc(C)n(Cc2cc(C(=O)NC[C@H]3C[C@H]4C=C[C@H]3C43CC3)n[nH]2)n1 | 27.5% |
| O=C(CCCc1ccccc1)NC1CC(=O)N(c2ccc(F)cc2)C1 (stereo not given) | -12.7% |
| O=C(CSCc1ccc(F)cc1)N1CCc2c([nH]c3ccccc23)C1c1ccccc1 (stereo not given) | -26.6% |
| Cc1ccc(N2CCN(C(=O)c3cc(S(=O)(=O)N4CCCCC4)c[nH]3)CC2)c(C)c1 | -7.4% |
| COCCNc1ncc(-c2ccc(OC)cc2)c2c1OCC2 | 35.5µM* |
| Cc1nc2ccccc2nc1SCC(=O)NC(C)c1cccc2ccccc12 (stereo not given) | 0.2% |
| N#C/C(=C\c1ccc(OC(=O)c2ccc(Cl)cc2)cc1)C(=O)Nc1ccccc1C(F)(F)F | u |
| CS(=O)(=O)Nc1ccc(C2(C(=O)NCc3cccc(F)c3)CCCCC2)cc1 | -4.2% |
| CCOC(=O)c1nnn2c1nc(SCC(C)=O)c1ccccc12 | 30.2% |
| CCCOc1ccc(C2=NC(c3ccc(F)cc3)=Nc3ccc(OC)cc3N2)cc1 | -40.8% |
| COc1ccc(C(C)NC(=O)c2cc(-c3ccccc3)cn2C)cc1OC (stereo not given) | 6.3% |
| Cc1ccccc1N=C1NC(=O)/C(=C/c2cccnc2)S1 | -30.6% |
| CCn1nnc2cc(C(=O)Nc3cccc(C(F)(F)F)c3)ccc21 | -14.1% |
| O=C(Cc1ccccc1)N1CCC2(Cc3ccccc3NC2=O)C1 (stereo not given) | -13.2%[86.2 µM] |

13 of these compounds, reformatted:
KDM5B inhibitor	SMILES
-12.7%	O=C(CCCc1ccccc1)NC1CC(=O)N(c2ccc(F)cc2)C1 (stereo not given)
-26.6%	O=C(CSCc1ccc(F)cc1)N1CCc2c([nH]c3ccccc23)C1c1ccccc1 (stereo not given)
-7.4%	Cc1ccc(N2CCN(C(=O)c3cc(S(=O)(=O)N4CCCCC4)c[nH]3)CC2)c(C)c1
35.5µM*	COCCNc1ncc(-c2ccc(OC)cc2)c2c1OCC2
0.2%	Cc1nc2ccccc2nc1SCC(=O)NC(C)c1cccc2ccccc12 (stereo not given)
u	N#C/C(=C\c1ccc(OC(=O)c2ccc(Cl)cc2)cc1)C(=O)Nc1ccccc1C(F)(F)F
-4.2%	CS(=O)(=O)Nc1ccc(C2(C(=O)NCc3cccc(F)c3)CCCCC2)cc1
30.2%	CCOC(=O)c1nnn2c1nc(SCC(C)=O)c1ccccc12
-40.8%	CCCOc1ccc(C2=NC(c3ccc(F)cc3)=Nc3ccc(OC)cc3N2)cc1
6.3%	COc1ccc(C(C)NC(=O)c2cc(-c3ccccc3)cn2C)cc1OC (stereo not given)
-30.6%	Cc1ccccc1N=C1NC(=O)/C(=C/c2cccnc2)S1
-14.1%	CCn1nnc2cc(C(=O)Nc3cccc(C(F)(F)F)c3)ccc21
-13.2%[86.2 µM]	O=C(Cc1ccccc1)N1CCC2(Cc3ccccc3NC2=O)C1 (stereo not given)

Next records.
| smiles | KDM5B inhibitor |
| --- | --- |
| Cn1cc(C2c3nccn3CCCN2C(=O)c2ccccc2F)cn1 (stereo not given) | -6.6% |
| CCOc1ccccc1NC(=O)Cn1c(=O)n(-c2ccccc2)c(=O)c2c1cc(C)n2C | 7.1% |
| Cc1ccc(OCCCCn2c(CCNC(=O)C(C)(C)C)nc3ccccc32)cc1 | 9.4% |
| O=C(COc1cccc(-n2cnnn2)c1)N1CCN(S(=O)(=O)c2ccccc2F)CC1 | 13.1% |
